Assay outcomes (PubChem BioAssay)
tim23-1 inh = tim23-1 yeast growth inhibition | S. cerevisiae tim23-1 growth, BacTiter-Glo luminescence, 24 h | inhibition, % at 20 µM | 330,000 compounds, 1.3% hits | AID 463212;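 active = growth inhibition of the mutant yeast at or above 50%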;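 note: temperature-sensitive mutant grown at 25 °C; plate controls were DMSO-treated mutant yeast for no effect and medium wells lacking yeast for full effect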
Mdm2-MdmX inh = disrupts the human Mdm2-MdmX interaction; SaOS-2 split-luciferase Mdm2/MdmX complementation, luminescence; inhibition, % at 8 µM; 330,000 compounds, 3% hits; AID 485346;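 active = inhibition of at least 50% at 8 µM in the primary screen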
UPR CHOP act = activators of apoptotic arm of unfolded protein response (CHOP). 330,000 compounds, 0.34% hits. CHO-CHOP luciferase reporter, UPR activation, luminescence; percent of tunicamycin response over DMSO baseline. activation, % at 10 µM;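 active = at 10 µM dose, activation of 40% or more, normalized to positive control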;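 note: 100% = tunicamycin at 10 µg/mL and 0% = DMSO alone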
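Material: CHO-CHOP cells, stable luciferase reporter of PERK-eIF2a-CHOP signalling; quantity: 500 reporter cells seeded per well; buffer or medium: F12 medium containing 10% fetal bovine serum; compound: one dose, 10 µM in 0.5% DMSO; incubation: 6 h compound treatment, 37 °C; measured by: Steady-Glo luciferase luminescence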
UPR XBP1 act = adaptive UPR (XBP1) activation; CHO-XBP1 luciferase reporter, IRE1-XBP1 UPR activation, luminescence; percent of tunicamycin response, DMSO as zero; activation, % at 20 µM; 330,000 compounds, 0.33% hits; AID 463104;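 active = versus positive control, 20 µM dose yields 30% or more activation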;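 note: 100% = tunicamycin at 10 µg/mL and 0% = DMSO only wells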
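Material: IRE1-XBP1 luciferase reporter CHO line / Quantity: one thousand reporter cells per well / Buffer or medium: F12 with 10% serum / Compound: 20 µM single concentration, DMSO 1% / Times: 6 h treatment, 37 °C / Detection: Steady-Glo luciferase glow luminescence, 10 min after reagent addition / Benchmarks: tunicamycin high, DMSO low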
NALP3 yeast inh = inhibitors of NALP3 inflammasome in yeast; inhibition, % at 10 µM; AID 2825; 330,000 compounds, 0.39% hits; Yeast reconstituted NLRP3/ASC/caspase-1, beta-gal luminescence, 24 h;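 active = inhibition of 50% or more; inactive = inhibition below 50%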;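 note: plate controls were induced DMSO wells for no effect and uninduced yeast grown without galactose for full effect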
TIM10 inh = growth inhibitors of TIM10 yeast strain; S. cerevisiae TIM10 strain growth, BacTiter-Glo luminescence, 24 h; inhibition, % at 10 µM; 330,000 compounds, 1.4% hits;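 active = inhibition of 40% or more at the single tested concentration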;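 note: wild-type TIM10 isogenic control strain grown at permissive 25 °C; 0% = DMSO yeast wells and 100% = minimal medium wells without yeast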
tim10-1 inh = tim10-1 yeast growth inhibition. 330,000 compounds, 2.2% hits. inhibition, % at 20 µM. S. cerevisiae tim10-1 ts strain growth, BacTiter-Glo, 24 h;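 active = inhibition of at least 40%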;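 note: mutant grown at 25 °C; 0% = DMSO wells with yeast and 100% = wells holding no yeast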
APJ agonist = agonists of human APJ apelin receptor. P35414. activation, % at 20 µM. 330,000 compounds, 0.11% hits. AID 2520. CHO-K1 APJ PathHunter beta-arrestin, luminescence; 0% DMSO wells, 100% apelin;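 active = activation more than six SD over the plate average, tested at 20 µM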;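 note: 0% = DMSO alone and 100% = apelin-13 at 10 nM; some results filed as inactive read as strong as hits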
Target sequence (P35414 whole entry, looked up): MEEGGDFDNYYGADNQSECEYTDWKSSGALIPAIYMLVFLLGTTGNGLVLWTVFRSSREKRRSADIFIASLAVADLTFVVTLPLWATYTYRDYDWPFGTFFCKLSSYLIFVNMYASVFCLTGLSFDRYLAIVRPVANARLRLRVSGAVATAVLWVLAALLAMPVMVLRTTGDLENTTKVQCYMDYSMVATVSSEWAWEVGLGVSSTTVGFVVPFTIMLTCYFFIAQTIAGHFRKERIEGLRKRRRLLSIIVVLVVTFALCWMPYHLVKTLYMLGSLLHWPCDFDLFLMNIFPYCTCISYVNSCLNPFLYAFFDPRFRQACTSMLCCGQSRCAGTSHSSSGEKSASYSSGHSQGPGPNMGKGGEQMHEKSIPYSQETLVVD
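Assay system: engineered CHO-K1 APJ arrestin reporter cells; Amount: 1000 CHO-K1 reporter cells seeded per well; Dosing: one dose, 20 µM compound, 1% DMSO; Times: compound stimulation 90 min at 25 °C, detection 60 min; Measured by: luminescent beta-gal fragment complementation, chemiluminescent substrate; Read-out: APJ–arrestin association signal; Controls: DMSO vs Apelin-13 10 nM.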
NR3A LBD binder = modulates the human NR3A ligand-binding domain. NR3A LBD differential scanning fluorimetry, Tm shift; 0% = protein alone, 100% = glycine-bound protein. Tm shift relative to glycine control, % at 25 µM. 340,000 compounds, 2.5% hits;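 active = melting temperature shift of at least 10% of the positive control shift, at one fixed dose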
* = called active by the depositor. Hits appear at their usual frequency; any-hit rate near 8.2%.

SMILES	tim23-1 inh	Mdm2-MdmX inh	UPR CHOP act	UPR XBP1 act	NALP3 yeast inh	TIM10 inh	tim10-1 inh	APJ agonist	NR3A LBD binder
O=C(Nc1ccc(S(=O)(=O)N2CCCCC2)cc1)C1CC1	15	23	1.4	-4	9	-4	1	0	2
CCN(CC)c1ccc([C@H]2[C@@H]3CCCC[C@]3(O)CCN2CC(=O)NCc2ccco2)cc1	12	5	-0.3	-3	21	-6	-9	1	2
O=C(C1CCCO1)N1CCN(C(=S)Nc2cccc(Cl)c2)CC1 (centres undefined)	6	17	-1.5	-1	-8	6	-8	-3	3
C=CC[C@@H](CC(=O)N[C@H](CO)Cc1ccccc1)C(=O)N[C@@H](COC(=O)[C@H](CC=C)CC(=O)OC(C)(C)C)Cc1ccccc1	17	8	1.4	2	22	12	9	-2	-3
CCOC(=O)N1CCN(C(=O)C2CCC(=O)N(Cc3ccc(Cl)cc3)C2)CC1 (centres undefined)	10	-2	-0.6	-1	1	6	11	-3	2
CC(C)(C)OC(=O)N1CCC2(CC1)Oc1ccc(F)cc1C(=O)C21CC(c2cccnc2)=NO1 (centres undefined)	18	-23	-0.1	-1	23	6	30	-4	0
C=CCn1c(SCC(=O)NC2(C)CCS(=O)(=O)C2)nc2ccccc21 (centres undefined)	-12	-9	-2.4	1	2	-11	-7	-2	0
Cc1ccc(-n2ncc3c(NCc4ccccn4)ncnc32)c(C)c1	5	-4	3.4	-1	18	12	13	3	0
CCCC[C@@H]1CNC(=O)C(=O)N1CCCc1cc(OC)c(OC)c(OC)c1	7	10	1.0	1	-4	10	15	-2	0
Cc1onc(-c2ccccc2)c1C(=O)N1CCN(CCc2ccccc2)CC1	28	10	-1.5	-1	17	-3	17	-2	1
O=C(Nc1ccc(F)cc1F)C1(c2cccs2)CCOCC1	-1	3	3.6	-1	12	1	-14	-4	-1
CCc1nn(CCCC(=O)Nc2ccc(C)c(C)c2)c(=O)c2cc3occc3n12	38	14	2.8	-2	13	19	34	-4	-3
COC(=O)c1sc(NC(C)=O)c(C(=O)OC)c1C	-4	5	-2.6	-2	20	16	11	-14	-1
COc1ccc2[nH]c3c(NCCCN4CCCC4=O)ncnc3c2c1	-18	12	1.8	0	6	-12	9	1	1
Cc1cc(NC(=O)c2cc(-c3ccco3)on2)n(-c2ccccc2)n1	2	-11	-0.1	-2	0	9	13	0	-2
COc1ccc(N(C)C(=O)c2ccc3c(c2)nnn3C)cc1	8	-15	0.6	-3	5	-12	6	0	-1
CCCN1CNc2c(c(=O)[nH]c(=S)n2-c2ccccc2Cl)C1	3	4	6.6	-4	7	-31	14	-2	-2
COc1ccc(CCNC(=O)c2nonc2N)cc1OC	8	1	-2.2	0	2	13	14	-2	-1
Cc1c(/C=N\NC(=O)c2cccc(F)c2)cnn1C	-4	6	5.3	-2	-9	11	-9	-4	-1
NC(=O)CC(NC(=O)Cc1ccc(Cl)cc1)c1ccc(NC2CCCCC2)c([N+](=O)[O-])c1 (centres undefined)	14	-6	1.2	2	6	4	10	1	-7
Cn1c(=O)c2c(nc(N3CCN(C(=O)c4ccco4)CC3)n2CCSc2ncccn2)n(C)c1=O	9	-3	1.0	1	-2	5	10	-1	0
CC1=C(C(=O)Nc2ccccc2)C(c2ccc(O)cc2)N2C(=O)CSC2=N1 (centres undefined)	2	-1	-1.7	-1	-8	0	-7	-8	12*
CS(=O)(=O)N1CCC(C(=O)NCc2ccc(Cl)cc2Cl)CC1	0	9	1.9	-4	11	-9	5	-2	0
COc1ccccc1Oc1ccccc1[N+](=O)[O-]	-6	-3	1.4	0	-4	-13	-8	-5	-1
COc1ccc(CCNC(=O)COC(=O)c2cccs2)cc1	19	-14	0.4	-2	11	-5	3	-4	1

Three of the entries above in order of their number in NALP3 yeast inh, smallest number first.
structure | Mdm2-MdmX inh | UPR XBP1 act | NALP3 yeast inh | NR3A LBD binder
Cc1c(/C=N\NC(=O)c2cccc(F)c2)cnn1C | 6 | -2 | -9 | -1
CS(=O)(=O)N1CCC(C(=O)NCc2ccc(Cl)cc2Cl)CC1 | 9 | -4 | 11 | 0
CC(C)(C)OC(=O)N1CCC2(CC1)Oc1ccc(F)cc1C(=O)C21CC(c2cccnc2)=NO1 (centres undefined) | -23 | -1 | 23 | 0

Back to the main list, starting 2 compounds before the break.
SMILES	tim23-1 inh	Mdm2-MdmX inh	UPR CHOP act	UPR XBP1 act	NALP3 yeast inh	TIM10 inh	tim10-1 inh	APJ agonist	NR3A LBD binder
COc1ccccc1Oc1ccccc1[N+](=O)[O-]	-6	-3	1.4	0	-4	-13	-8	-5	-1
COc1ccc(CCNC(=O)COC(=O)c2cccs2)cc1	19	-14	0.4	-2	11	-5	3	-4	1
CCCCC(=O)Nc1c2c(nn1-c1ccc([N+](=O)[O-])cc1)CS(=O)(=O)C2	-6	-3	0.8	-1	21	3	-2	0	1
C1=CC2CCC1ON2c1ccccc1 (centres undefined)	5	7	1.6	0	25	1	-8	1	-3
Cc1noc(NS(=O)(=O)c2ccc(N)cc2)c1C	0	25	-1.4	-7	2	-4	-14	-1	1
COc1ccc(CC(=O)Nc2ccc(S(=O)(=O)N3CCC(C)CC3)cc2)c(OC)c1	37	-6	-0.1	-3	27	10	26	0	-2
COc1cccc(COC(=O)c2c(C)nn(-c3ccccc3)c2Cl)c1OC	7	11	2.9	-3	18	4	16	-5	2
CCc1cc(=O)oc2cc(OCC(=O)NCC3CCC(C(=O)O)CC3)ccc12 (centres undefined)	-5	8	-2.1	-1	1	-4	-19	-2	1
COCc1nnc(NC(=O)CS(=O)(=O)Cc2ccccc2)s1	0	5	0.4	-1	-12	11	8	-3	0
Cc1ccc(S(=O)(=O)c2ccc(Cl)cc2)cc1S(=O)(=O)N1CCN(C)CC1	11	4	2.0	0	8	7	25	-5	-1
Fc1ccccc1-c1nc(NCCCN2CCOCC2)c2ccccc2n1	7	4	0.9	-3	14	-6	9	0	-2
Cc1ccc(CNC(=O)CC2C(=O)Nc3c2c(=O)n(C)c(=O)n3Cc2ccccc2)cc1 (centres undefined)	7	8	0.9	0	2	9	6	-3	2
O=C(NCc1ccco1)C1CCN(Cc2ccc(F)cc2)CC1	7	6	0.0	-2	18	-17	0	0	-2
CC(=O)c1c(C)[n+]([O-])c2ccc3c(non3O)c12	10	15	0.7	5	14	4	-12	-4	1
O=C(NCC(=O)N1CCC2(CC1)NCCc1[nH]cnc12)c1ccccc1F	-7	18	-0.1	-4	7	-8	-5	0	1
CCN1CCCC1CN(Cc1cc2ccc(C)cc2[nH]c1=O)C(=S)Nc1ccccc1C(=O)OC (centres undefined)	29	-2	-1.2	0	26	13	28	-7	-6
O=C(CCSc1ccc(F)cc1)NNC(=O)c1ccc([N+](=O)[O-])cc1	-2	-4	-0.8	0	5	2	-11	4	-1
NCC(=O)CCC(=O)O	7	8	2.0	-5	25	3	5	-3	0
Cc1ccc(-n2cccc2C(=O)NS(=O)(=O)c2ccc(C)cc2)cc1	21	4	1.6	0	-1	-12	-8	-2	2
Cc1cccc(OCC(=O)NCCNC(=O)c2cnccn2)c1	-4	27	-0.7	-3	0	-8	-15	-3	-2
CCS(=O)(=O)c1ccc(O)c(NC(=O)COc2ccc(Br)cc2)c1	1	7	0.6	2	1	-6	-3	-2	-1
O=C(CCCCl)Oc1ccc2cc(-c3ccc4ccccc4n3)c(=O)oc2c1	3	-64	0.4	6	-7	19	38	6	-2
O=[N+]([O-])c1ccc(N=Cc2sc3ccccc3c2O)cc1	-10	21	-1.2	1	18	-6	18	-3	9
Cc1onc(-c2ccc(Cl)cc2Cl)c1-c1csc(N/N=C/c2ccccc2Cl)n1	11	27	-1.3	-1	-4	13	7	-5	-6
O=C1NC(=Nc2ccc(Cl)cc2)/C(=C/c2ccco2)S1	-8	1	1.5	-2	3	-2	16	-2	0

Part of the list above, in markdown:
| canonical_smiles | tim23-1 inh | Mdm2-MdmX inh | UPR CHOP act | UPR XBP1 act | NALP3 yeast inh | TIM10 inh | tim10-1 inh | APJ agonist | NR3A LBD binder |
| --- | --- | --- | --- | --- | --- | --- | --- | --- | --- |
| CCS(=O)(=O)c1ccc(O)c(NC(=O)COc2ccc(Br)cc2)c1 | 1 | 7 | 0.6 | 2 | 1 | -6 | -3 | -2 | -1 |
| O=C(NCc1ccco1)C1CCN(Cc2ccc(F)cc2)CC1 | 7 | 6 | 0.0 | -2 | 18 | -17 | 0 | 0 | -2 |
| C1=CC2CCC1ON2c1ccccc1 (centres undefined) | 5 | 7 | 1.6 | 0 | 25 | 1 | -8 | 1 | -3 |
| CCN1CCCC1CN(Cc1cc2ccc(C)cc2[nH]c1=O)C(=S)Nc1ccccc1C(=O)OC (centres undefined) | 29 | -2 | -1.2 | 0 | 26 | 13 | 28 | -7 | -6 |
| O=C(CCCCl)Oc1ccc2cc(-c3ccc4ccccc4n3)c(=O)oc2c1 | 3 | -64 | 0.4 | 6 | -7 | 19 | 38 | 6 | -2 |
| COc1cccc(COC(=O)c2c(C)nn(-c3ccccc3)c2Cl)c1OC | 7 | 11 | 2.9 | -3 | 18 | 4 | 16 | -5 | 2 |
| O=C(NCC(=O)N1CCC2(CC1)NCCc1[nH]cnc12)c1ccccc1F | -7 | 18 | -0.1 | -4 | 7 | -8 | -5 | 0 | 1 |
